PMI inhibition: human PMI inhibitors, high substrate, primary screen, biochemical, fluorescence intensity, high mannose 6-phosphate (AID 1220); 190,000 compounds, 0.66% hits; recombinant PMI enzyme, coupled fluorescence intensity; higher % means a stronger effect; inhibition, % at 20 µM; hits with a dose series show IC50 in µM
M17LAP inhibition: P. falciparum M17LAP inhibitors, primary screen, biochemical, fluorogenic H-Leu-NHMec substrate, 1536-well (AID 1619); 220,000 compounds, 0.38% hits; inhibition, % at 30 µM, or IC50 in µM where a hit was titrated; recombinant M17LAP, H-Leu-NHMec fluorogenic kinetic assay; higher % means a stronger effect;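 active means compound inhibiting the enzyme by more than half at any dose during confirmatory dose-response retesting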;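 further: plate controls were full reaction with DMSO carrier for no effect and no enzyme background for full effect; strong numbers were not always called active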
TNAP activators: human TNAP enzyme activators, primary screen, biochemical, luminescent, no phosphate acceptor, uHTS (AID 1001); purified TNAP, luminescent activation assay, no phosphate acceptor; higher activation fold means a stronger effect; activation fold at 20 µM, or EC50 in µM where a hit was titrated; 200,000 compounds, 0.03% hits; in the data active means activation fold from about 3, or a potency from the dose series; inactive means the rest, 99 in 100 with activation fold below about 1.6; further: many of its hits are not listed in these tables
K1F lysis inhibition: protection from phage-mediated lysis, alamar blue read-out – E. coli UTI89, K1F phage, bacterial capsule biogenesis inhibitors (AID 488966); one-dose inhibition, % at 100 µM; IC50 in µM for titrated hits; 340,000 compounds, 0.02% hits; E. coli UTI89 K1F phage lysis, alamar blue, 2 h; higher % means a stronger effect;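 active means phage lysis inhibition, versus mean bacterial control, above a set limit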;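 further: capsule biogenesis inhibitors block K1F phage lysis so surviving cells raise fluorescence; higher fluorescence means more inhibition of phage lysis; actives were called in the ten point dose series up to 300 µM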
M1AAP inhibition: malaria alanyl aminopeptidase activity blockers – biochemical, fluorogenic H-Leu-NHMec substrate, 1536-well (AID 1445). 220,000 compounds, 0.42% hits. inhibition, % at 30 µM, or IC50 in µM where a hit was titrated. recombinant M1AAP, H-Leu-NHMec fluorogenic kinetic assay; higher % means a stronger effect;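 active means primary inhibition above the hit cutoff, then over 50% inhibition at one or more dose response concentrations, cut at about 23% in these data, passing the limit was not always enough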;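 further: plate controls were DMSO full reaction for no effect and no enzyme background for full effect; strong numbers were not always called active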
Siah-1 displacement: Siah-1 peptide-binding antagonists, primary screen, biochemical, fluorescence polarization, rhodamine-plectin, uHTS (AID 1817); 290,000 compounds, 0.02% hits; one-dose displacement, % at 20 µM; IC50 in µM for titrated hits; Siah-1 / rhodamine-plectin peptide fluorescence polarization; higher % means a stronger effect;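 active means displacement of at least 50% at 20 µM, with a fluorescence ratio check between 0.3 and a set limit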;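 further: plate controls were Siah plus tracer with DMSO for no effect and tracer alone without Siah for full effect; strong numbers were not always called active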
XIAP antagonists: XIAP antagonists, biochemical, IAP family, fluorescence polarization (AID 1018); XIAP BIR domain, fluorescence polarization peptide displacement; higher % means a stronger effect; displacement, % at 20 µM; hits with a dose series show IC50 in µM; 200,000 compounds, 0.007% hits; in the data active means displacement above about 50%; further: a part of the inactive calls stands beside numbers as strong as those of hits
human PMI inhibition: inhibitors of human PMI, primary screen, biochemical, fluorescence intensity, coupled assay (AID 1209) | purified PMI enzyme, coupled fluorescence intensity; higher % means a stronger effect | inhibition, % at 20 µM; hits with a dose series show IC50 in µM | 190,000 compounds, 0.42% hits;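 further: plate controls were DMSO vehicle for no effect and wells lacking substrate for full effect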
Hep lipid drop: modulators of hepatic lipid droplet formation | inhibition, % at 6.5 µM | AID 1656 | 240,000 compounds, 0.4% hits | AML12 mouse hepatocytes, oleate lipid droplets, BODIPY imaging;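 active means lipid droplet intensity inhibited by at least 50%, with more than 500 cells counted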
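Material – AML12 mouse liver cells · Also added – oleate loading, 100 µM · Compound dosing – 6.5 µM single-point dosing · Times – overnight treatment with compound plus oleate · Measured by – fluorescence imaging, 20x objective, two fields per well · Read-out – percent inhibition of filter-corrected integrated lipid droplet intensity per well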
Hep lipid drop cells 6.5 µM: further read-out of Hep lipid drop, marked with its call; cell count; measured here: cell count, cytotoxicity flag;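 cells counted across two imaged fields per well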
Active calls of the source: *; / = not tested or not shown; [ ] = dose if it differs, or a comment. Unless noted, no stated cut-off is given here; in the data, active means inhibition above about 50%; inactive means the rest.

SMILES	PMI inhibition	M17LAP inhibition	TNAP activators	K1F lysis inhibition	M1AAP inhibition	Siah-1 displacement	XIAP antagonists	human PMI inhibition	Hep lipid drop	Hep lipid drop cells 6.5 µM
CCCCc1nnc(NC(=O)Cn2cnc3ccccc3c2=O)s1	4%	3%	1.1	0.1%	-2%	-3%	-4.2%	7%	16	689
Cc1cc(Nc2ccccc2)n(C(=O)c2ccc(N)cc2)n1	5%	7%	1	0.6%[50 µM]	3%	-3%	-4.5%	4%	-2	726
CS(=O)(=O)N(CC(=O)Nc1ccccc1Sc1ccccc1)C1CCCCC1	3%	0%	1.1	0.3%	2%	-5%	-7.2%	7%	5	780
O=C(CN1C(=O)C2CC=C(Cl)CC2C1=O)NCc1ccccc1 (stereo not given)	2%	56%	1.1	0.0%	-3%	0%	0.1%	-5%	/	/
CCOC(=O)/C=C/C(=O)N1CCN(C(=O)/C=C/C(=O)OCC)CC1	/	4%	/	1.6%	5%	4%	/	/	3	712
CC(C)(C)c1ccc(C(=O)N2CCCCCC2=O)cc1	0%	6%	1.1	5.1%	8%	-2%	-2.6%	-6%	-8	685
Cn1cnnc1SCC(=O)Nc1ccc2nc(SCc3ccccc3F)sc2c1	-1%	-1%	1.1	3.2%	0%	1%	-11%	7%	-2	739
COc1cc(OC)c(N(C)S(=O)(=O)c2cccc(C(=O)OCC(=O)c3c[nH]c4ccccc34)c2)cc1Cl	8%	5%	1.1	1.2%[50 µM]	-1%	9%	-5.1%	7%	-59	638
CC(=O)CCS(=O)(=O)c1ccc(NC(C)=O)cc1	-10%	-3%	1.2	-5.0%	6%	0%	-1.6%	-9%	9	738
CCN(c1ccccc1)C1(O)C(=O)c2ccccc2C1=O	0%	1%	1	0.9%	8%	3%	-7.8%	-4%	-4	704
Cc1csc(NC(=O)CSc2ncnc3c2cnn3-c2ccccc2Cl)n1	4%	-3%	1	1.2%	6%	-2%	-8.2%	3%	-17	628
Cc1onc(-c2c(Cl)cccc2Cl)c1NC(=O)NN(C)C	/	6%	/	0.8%	-1%	-2%	/	/	1	762
O=C(C1=C[C@@H](c2ccc(C(F)(F)F)cc2)C[C@@H](OCc2ccc(CO)cc2)O1)N1CCN(Cc2ccccc2)CC1	18%	7%	1.1	-0.1%	1%	2%	-4.9%	19%	-5	703
CCN(CC)C(=O)c1ccc(Nc2nnc(C)c3ccccc23)cc1	-13%	11%	1.1	-2.7%	6%	-8%	1.5%	-8%	11	775
C=CC(=O)N1C/C=C\C(c2ccc(OC)cc2)N(Cc2ccc(F)cc2)C(=O)C1 (stereo not given)	/	0%	/	-0.6%	6%	2%	/	/	-28	539
Cc1cc(OCCCn2ccnc2)cc(C)c1Cl	1%	3%	1	-1.2%	-3%	6%	-2.0%	-3%	/	/
Cn1ccnc1SCC(=O)Nc1ccc2ccccc2c1	16%	24%	1	0.2%	2%	6%	-2.1%	22%	4	678
O=C(CN1CCSCC1)N/N=C/c1cccc(Cl)c1	-7%	-4%	1.2	-1.9%	-4%	4%	-3.9%	-6%	0	574
COc1cccc(C(=O)Nc2c(F)cccc2F)c1	-4%	-1%	1.1	-0.8%	7%	5%	-2.3%	2%	2	659
COc1ccccc1N(C(=O)CNS(=O)(=O)c1ccccc1)C(C(=O)NCc1ccco1)C(C)C (stereo not given)	-3%	-14%	1.1	-0.2%	8%	-2%	-6.0%	-10%	/	/
CC1=C(C(N)=O)C(c2cccnc2)n2nc(SCc3ccccc3Cl)nc2N1 (stereo not given)	16%	1%	1	1.7%	-1%	8%	-17%	18%	-4	739
COCC(=O)NNS(=O)(=O)c1ccccc1[N+](=O)[O-]	-9%	10%	0.8	-0.1%	0%	-1%	-2.6%	-1%	-19	683
CCOC(=O)N1CCN(C(=O)CN(c2cccc(C(F)(F)F)c2)S(C)(=O)=O)CC1	-1%	-10%	1.1	0.0%	0%	0%	-9.1%	-8%	/	/
COc1ccc(C(=O)c2ccc(CC(=O)O)s2)cc1	-138%	9%	1.1	-0.1%	13%	6%	-7.5%	-64%	-9	684
O=C(Cc1cccc2ccccc12)N/N=C/c1ccc(Sc2nc3ccccc3s2)o1	1%	2%	1.1	0.1%	-2%	0%	-4.6%	8%	/	/
Next part.
SMILES	PMI inhibition	M17LAP inhibition	TNAP activators	K1F lysis inhibition	M1AAP inhibition	Siah-1 displacement	XIAP antagonists	human PMI inhibition	Hep lipid drop	Hep lipid drop cells 6.5 µM
CCSc1ccccc1C(=O)Nc1ccc2c(c1)OCO2	2%	0%	1.1	0.0%	4%	4%	-4.4%	-7%	-18	666
Cc1cc(C)n(-c2nc3c(c(=O)[nH]c(=O)n3C)n2Cc2cccc(Br)c2)n1	-5%	4%	1.1	1.1%	7%	-5%	-8.6%	-4%	/	/
COCCCNC(=O)c1ccccc1-c1cc(C)no1	/	0%	/	0.2%	8%	-2%	/	/	0	728
COc1ccc(/C=N/NC(=O)c2sc3nc(C)cc(C)c3c2N)cc1	/	-6%	/	0.1%	-4%	-6%	/	/	0	703
COc1cc(C#N)c(NC(=S)N2CCOCC2)cc1OC	5%	4%	1.1	/	0%	0%	-9.5%	-3%	2	690
Cc1cccnc1NC(=O)CCNS(=O)(=O)c1ccc2c(c1)c(=O)n(C)c(=O)n2C	-12%	10%	1.1	0.1%	-2%	-3%	-3.7%	-16%	-8	718
COc1ccc2c(c1)C1CC(C)(NC(=O)C1S(=O)(=O)c1ccc(F)cc1)O2 (stereo not given)	9%	-8%	1.1	-0.3%	5%	-3%	-15%	14%	4	664
CCOc1ccc(NC(=O)CN(C)CC(=O)Nc2ccc(Br)cc2F)cc1OCC	-2%	-2%	1.1	-0.1%	4%	-1%	-5.9%	-1%	11	628
CCCn1c(=C(C#N)C#N)s/c(=C2\C=Cc3ccccc3N2CC)c1=O	1%	-1%	1	0.9%	-4%	65%*	22%	-3%	/	/
Cc1cccc(NC(=O)NCCc2c[nH]c3ccccc23)c1	0%	-10%	0.9	4.8%	4%	3%	-4.7%	-2%	/	/
CCN1CCC2(CC1)C(C#N)=C(N)Oc1c2sc2nc(C)cc(C)c12	3%	-5%	1.3	0.2%	4%	-4%	-2.4%	-1%	/	/
Cc1nc2nc(SCC(=O)O)nn2c(C)c1Cc1c(F)cccc1Cl	-6%	7%	1.1	-0.6%	3%	1%	-1.2%	-19%	6	721
CC1(C)CC2CC(C)(CN2/C=C2/CCCCC2=O)C1 (stereo not given)	/	17%	/	0.1%	5%	12%	/	/	-17	710
COc1ccc(CCn2c(C(C)C)nc3c(c(=O)c4ccccc4n3C)c2=O)cc1	10%	-19%	1.1	-0.4%	2%	3%	0.3%	-3%	-22	643
CC(C)(C)c1cc(CCC(=O)NNC(=O)c2ccco2)cc(C(C)(C)C)c1O	-5%	-5%	2.5	1.6%	2%	1%	7.5%	-2%	0	672
O=c1c(Cc2c(F)cccc2Cl)c(O)ccn1CCc1ccccn1	3%	2%	1	-0.2%	18%	3%	-6.2%	-1%	-27	671
COC(=O)Cc1n[nH]c(=O)c2ccccc12	-3%	-8%	1	3.8%	10%	1%	-8.0%	11%	-7	799
COc1ccc(C(O)C(CC(=O)NCCCOC(C)C)C(=O)NCCCOC(C)C)cc1OC (stereo not given)	-9%	-10%	1.4	3.6%	3%	-5%	2.2%	3%	-34	725
O=C(NCCN1CCOCC1)c1ccc2c(c1)N(Cc1c(F)cccc1Cl)C(=O)c1ccccc1S2	8%	2%	1	-0.5%	3%	-2%	-3.8%	17%	3	680
COC(=O)c1ccc2c(=O)[nH]c(CSc3nnc(C(F)(F)F)n3C)nc2c1	-12%	5%	0.9	4.7%	2%	1%	-6.3%	-18%	-1	623
Cc1cc([N+](=O)[O-])ccc1NCc1ccc2ccccc2c1	-5%	-5%	1	-0.5%	12%	-2%	-0.4%	6%	/	/
Cc1cc(Nc2ccc(C(C)C)cc2)n2ncnc2n1	-1%	15%	1	6.8%	2%	-2%	-9.6%	5%	4	722
Cc1ccc(CNCc2cccnc2)s1	-3%	13%	1.1	-0.5%	5%	3%	-6.5%	0%	11	731
COc1ccc(-c2csc(C3=C(O)CN(C(C)C)C3=N)n2)cc1OC	6%	-3%	1.3	-0.3%	3%	3%	-8.7%	8%	14	674
Cc1ccc(NC(=O)NNC(=O)c2cccs2)cc1	12%	17%	1.2	0.9%[50 µM]	3%	2%	-12%	6%	-24	650

Three structures from above, arranged by length of the SMILES, highest first:
SMILES	PMI inhibition	M17LAP inhibition	TNAP activators	K1F lysis inhibition	M1AAP inhibition	Siah-1 displacement	XIAP antagonists	human PMI inhibition	Hep lipid drop	Hep lipid drop cells 6.5 µM
COc1ccc(CCn2c(C(C)C)nc3c(c(=O)c4ccccc4n3C)c2=O)cc1	10%	-19%	1.1	-0.4%	2%	3%	0.3%	-3%	-22	643
COc1ccc(-c2csc(C3=C(O)CN(C(C)C)C3=N)n2)cc1OC	6%	-3%	1.3	-0.3%	3%	3%	-8.7%	8%	14	674
COCCCNC(=O)c1ccccc1-c1cc(C)no1	/	0%	/	0.2%	8%	-2%	/	/	0	728

Following part
SMILES	PMI inhibition	M17LAP inhibition	TNAP activators	K1F lysis inhibition	M1AAP inhibition	Siah-1 displacement	XIAP antagonists	human PMI inhibition	Hep lipid drop	Hep lipid drop cells 6.5 µM
COCCNC(C(=O)Nc1ccc(C)cc1[N+](=O)[O-])c1ccccc1 (stereo not given)	11%	-3%	1.1	0.3%	-2%	2%	-8.4%	7%	-3	762
COc1ccc(CNC(=O)Nc2ccc(OC)cc2)cc1	2%	2%	1.2	0.9%	9%	2%	-4.7%	4%	-6	779
O=C(NCc1ccccn1)c1cc(-c2ccc(Cl)cc2)oc1C(F)(F)F	/	9%	/	/	-2%	10%	/	/	-13	677
CCCOc1ccccc1C1NC(=O)NC(C)=C1C(=O)OCc1ccccc1 (stereo not given)	17%	6%	1.1	0.2%	-5%	-1%	-8.1%	24%	-13	767
CCc1noc(C)c1C(=O)N1CCCC(C(=O)c2cc(F)ccc2OC)C1 (stereo not given)	-5%	-1%	1.1	0.0%	-2%	1%	-1.1%	5%	-30	670
CSCCC(NC(=O)OC(C)(C)C)C(=O)NC(C(=O)NC(CC(C)C)C(N)=O)C(C)C (stereo not given)	-16%	7%	1	0.3%	1%	-7%	-8.0%	-8%	-15	732
Cc1nn(-c2ccccc2)c(C)c1/C=C/C(=O)OCC(=O)Nc1ncc(C(F)(F)F)cc1Cl	2%	5%	1.1	0.2%[50 µM]	7%	18%	0.0%	2%	10	732
COc1ccc(/C(C)=N\Nc2nc(-c3ccccc3)cc(=O)[nH]2)cc1	1%	18%	1.9	1.1%[50 µM]	3%	13%	11%	14%	2	591
O=[N+]([O-])c1ccccc1/C=N/n1c(-c2cccnc2)n[nH]c1=S	4%	7%	1	0.4%	12%	-3%	-5.1%	-1%	2	652

Assay outcomes from PubChem BioAssay.
